# Bioassay records deposited in PubChem BioAssay by NCI.
# All columns: NCI-60 one-dose screen, growth in % after 48 h at 10 µM unless noted; 100 = growth as untreated, 0 = no growth, -100 = all killed.
# SF-539 = SF-539 CNS cancer; 81,000 compounds, 6.8% hits
# HCT-116 = HCT-116 colon cancer. AID 1794798. 82,000 compounds, 7.3% hits
# SNB-75 = SNB-75 CNS cancer | 79,000 compounds, 5% hits | AID 1794750
# SNB-19 = SNB-19 CNS cancer cells; 81,000 compounds, 2.5% hits; AID 1794751
# SF-295 = SF-295 CNS cancer cells; 79,000 compounds, 5.6% hits; AID 1794758
# KM12 = KM12 colon cancer cells; AID 1794800; 82,000 compounds, 5% hits
# HCC-2998 = HCC-2998 colon cancer; 79,000 compounds, 4.7% hits
# HCT-15 = HCT-15 colon cancer; 82,000 compounds, 5.2% hits
# SW-620 = SW-620 colon cancer; 82,000 compounds, 5.2% hits
# * = called active by the depositor; x = not tested or not shown; & = joins results of further samples. The calls were made as follows: active = growth percent below 10; inactive = the rest.
Compound,SF-539,HCT-116,SNB-75,SNB-19,SF-295,KM12,HCC-2998,HCT-15,SW-620
CC1(C)CC[C@]2(C(=O)O)CC[C@]3(C)C(=CC[C@@H]4[C@@]5(C)CC/C(=N\OCCC#N)C(C)(C)[C@@H]5CC[C@]43C)[C@@H]2C1,99,96,53,104,102,105,116,106,94
CCC/C=C/C=N/NC(=S)NC1CCCCC1,102,93,87,97,95,100,114,103,98
O=C(Cc1ccc(/C=C/C(=O)c2ncc[nH]2)cc1)Nc1cc(C(F)(F)F)cc(C(F)(F)F)c1,74,5.4*,79,77,94,39,63,62,54
CCOc1cc(/C=N/N2CCCCCC2)ccc1O,90,101,81,93,120,113,102,102,113
COc1ccc(-c2nc(C#N)c(N3CCC(S(=O)(=O)N4CCCCC4)CC3)o2)cc1,99,95,97,94,99,100,99,105,94
Cn1nc(CC#N)c2c(=N)n(N)cnc21,108,119,87,111,95,102,120,111,104
CCC1C2C(=O)N3CCC4(C(=C2C(=O)OC)Nc2ccccc24)C13 (stereo not given),102,93,77,97,97,107,100,104,110
CCOP(=O)(CCCOc1cc2c(cc1OC)C(=O)N1CCC[C@H]1C=N2)OCC,135,107,109,113,73,115,129,105,121
Cc1ccc(C(=N)c2ccccc2Cc2cccc3ccccc23)c(C)c1,98,84,98,108,84,99,83,85,94
COc1ccc2[nH]c(=O)c(CSc3cccc(Nc4nccc(-c5ccc6ccccc6c5)n4)c3)cc2c1,105,95,98,x,104,101,111,94,107

# Reformatted with two lines to a compound: 6 of the compounds above.
# Fields – SF-539 | HCT-116 | SNB-75 | SNB-19 | SF-295 | KM12 | HCC-2998 | HCT-15 | SW-620
- O=C(Cc1ccc(/C=C/C(=O)c2ncc[nH]2)cc1)Nc1cc(C(F)(F)F)cc(C(F)(F)F)c1
 : 74 | 5.4* | 79 | 77 | 94 | 39 | 63 | 62 | 54
- CCOc1cc(/C=N/N2CCCCCC2)ccc1O
 : 90 | 101 | 81 | 93 | 120 | 113 | 102 | 102 | 113
- COc1ccc(-c2nc(C#N)c(N3CCC(S(=O)(=O)N4CCCCC4)CC3)o2)cc1
 : 99 | 95 | 97 | 94 | 99 | 100 | 99 | 105 | 94
- Cn1nc(CC#N)c2c(=N)n(N)cnc21
 : 108 | 119 | 87 | 111 | 95 | 102 | 120 | 111 | 104
- CCC1C2C(=O)N3CCC4(C(=C2C(=O)OC)Nc2ccccc24)C13 (stereo not given)
 : 102 | 93 | 77 | 97 | 97 | 107 | 100 | 104 | 110
- CCOP(=O)(CCCOc1cc2c(cc1OC)C(=O)N1CCC[C@H]1C=N2)OCC
 : 135 | 107 | 109 | 113 | 73 | 115 | 129 | 105 | 121

# Following part:
Compound,SF-539,HCT-116,SNB-75,SNB-19,SF-295,KM12,HCC-2998,HCT-15,SW-620
S=c1nc2oc(-c3ccccc3)c(-c3ccccc3)c2c(/N=C\c2cccs2)[nH]1,97,74,65,95,92,80,108,66,104
N#C/C(=C\c1ccc(-c2cc(Cl)ccc2Cl)o1)c1ccc(F)cc1,93,81,63,97,100,94,107,92,93
Cc1cc(Br)ccc1Nc1nc(N)nc(N)c1N=O,129,96,94,110,110,108,102,100,104
COc1cc2oc(-c3cccc(NC(=O)c4cccc(C#N)c4)c3)cc(=O)c2c(OC)c1OC,81,101,82,103,97,86,108,76,104
Cc1ccc(NC(=O)N2CCOCC2)cc1NC(=O)N1CCOCC1,100,95,90,120,103,111,91,98,101
COc1ccc(/C=C/C(=O)c2ccc(NC(=O)CSc3nnc(-c4cc(-c5ccccc5)nc5ccccc45)n3-c3ccccc3)cc2)cc1,98,99,100,101,103,90,107,93,97
CC(O)(CO)c1ccccc1 (stereo not given),92,98,93,98,99,103,x,98,103
O=C1c2cccc3cccc(c23)C(=O)N1N1C(=O)c2cccc3c(N4CCN(c5ccccc5)CC4)ccc(c23)C1=O,103,98,86,97,99,99,113,97,95
OCCN1CCN(CC/C=C2/c3ccccc3Sc3ccc(C(F)(F)F)cc32)CC1,88,41,56,x,89,63,21,71,83
CC(C)(C)c1cc(C=Nc2cccc(C(F)(F)F)c2)c(O)c(C(C)(C)C)c1,101,94,84,94,97,102,108,84,101
CC(C)OP(=O)(OC(C)C)/C(C#N)=C/c1c(-c2ccccc2)[nH]c2ccccc12,99,81,78,84,79,86,97,82,101
NCC1CCC(CN)CC1 (stereo not given),111&105,101&98,103&89,100&99,109&110,108&110,102&101,109&102,108&104
C=CCn1c(C)nc2cc(Nc3nc(N4CCCC4)nc4nc[nH]c34)ccc21,-19*,-40*,-65*,45,31,13,76,94,41
N#CC(NC(=O)c1ccccc1)C1CC1 (stereo not given),105,98,95,98,103,102,93,106,102
O=C(NCc1ccc(Cl)cc1Cl)C1CCC(=O)N1c1cscn1 (stereo not given),94,98,92,96,107,110,x,103,101
COc1ccc(/C=C\C(C)=N\NC(=O)c2ccncc2)cc1,114,99,87,103,113,119,102,100,100
COc1ccc(C2=NN(C=O)C(c3ccc(OS(=O)(=O)c4ccc(C)cc4)c(OC)c3)C2)cc1 (stereo not given),67,46,69,62,42,54,74,62,48
COc1ccc(C2CC(=O)Nc3c2c(C)nn3-c2ccccc2)cc1 (stereo not given),94,97,105,108,101,102,x,95,106
C[N+]1(CC(=O)c2ccccc2)CCCCC1,92,109,105,112,90,97,109,103,103
CN1CCN(C(=O)[C@]23CCC(C)(C)C[C@H]2C2=CC[C@@H]4[C@@]5(C)CCC(=O)NC(C)(C)[C@@H]5CC[C@@]4(C)[C@]2(C)CC3)CC1,85,84,77,96,102,101,99,93,94
CC(=O)O[C@@H]1CC[C@@]2(C)[C@H](CC[C@@H]3[C@@H]2CC[C@]2(C)[C@@H]([C@H](C)CC=C(c4ccccc4)c4ccccc4)CC[C@@H]32)C1,100,103,97,105,109,106,96,114,105
CC1(C)NC(=O)CC[C@]2(C)[C@H]3CC=C4[C@@H]5C[C@@](C)(C(N)=O)CC[C@]5(C)CC[C@@]4(C)[C@]3(C)CC[C@@H]12,97,94,90,92,99,105,111,108,104
COc1cccc(C2C(C#N)=C(N)Oc3cc4c(cc32)OCO4)c1 (stereo not given),4.5*,5.1*,8.7*,39,7.5*,0.5*,22,16,27
Cc1nn(-c2ccc(Cl)cc2)c(C)c1N=Nc1ccccc1,99,87,92,93,98,83,101,87,96
CC(=O)Nc1ccc(/C=N/NC(=S)NCC(C)C)cc1,98,93,75,92,124,105,x,x,108
Cn1cc(/C=C2\SC(=S)N(N3CCOCC3)C2=O)c2ccccc21,96,96,83,94,100,102,97,95,93
O=C(NNc1nc2ccccc2nc1/C=C/c1cccc([N+](=O)[O-])c1)Nc1cccc(Cl)c1,88,70,107,90,136,85,121,69,86
COc1ccc2oc(=O)cc(C3c4[nH]c5ccccc5c4CCN3S(=O)(=O)c3ccc(C)cc3)c2c1 (stereo not given),88,67,74,92,94,94,x,89,93
COC(=O)c1nc(=S)[nH]c(C(=O)OC)c1C(=O)c1ccc2ccccc2c1,93,107,84,95,99,107,113,99,101
Cc1cc(C)c2c(n1)nn1c(-c3cc4c(ccc5ccccc54)oc3=O)ccnc21,99,92,83,98,102,101,105,105,94

# Reformatted field by field: entries from further up
CN1CCN(C(=O)[C@]23CCC(C)(C)C[C@H]2C2=CC[C@@H]4[C@@]5(C)CCC(=O)NC(C)(C)[C@@H]5CC[C@@]4(C)[C@]2(C)CC3)CC1
  SF-539: 85; HCT-116: 84; SNB-75: 77; SNB-19: 96; SF-295: 102; KM12: 101; HCC-2998: 99; HCT-15: 93; SW-620: 94
CC(=O)O[C@@H]1CC[C@@]2(C)[C@H](CC[C@@H]3[C@@H]2CC[C@]2(C)[C@@H]([C@H](C)CC=C(c4ccccc4)c4ccccc4)CC[C@@H]32)C1
  SF-539: 100; HCT-116: 103; SNB-75: 97; SNB-19: 105; SF-295: 109; KM12: 106; HCC-2998: 96; HCT-15: 114; SW-620: 105

# Later entries
Compound,SF-539,HCT-116,SNB-75,SNB-19,SF-295,KM12,HCC-2998,HCT-15,SW-620
C=CCn1c(O)c(N=Nc2nc(-c3cc4ccccc4oc3=O)cs2)c2cc(Br)ccc21,77,99,116,76,83,105,102,97,103
CCN(CC)C(N)=S,103,108,98,x,102,104,115,112,100
CC(C)(C)OC(=O)n1cc(-c2nc(-c3c[nH]c4c(Cl)nccc34)cs2)c2cc(Br)ccc21,71,85,91,104,108,79,110,74,100
CCc1c(C(=O)Nc2ccc(CN(C)C)cc2)[nH]c(C)c1C(C)=O,101,102,100,95,97,96,92,105,100
O=C(Nc1cccc(N2C(=O)CSC2=S)c1)C(Cl)Cl,93,100,95,89,98,95,111,106,102
Cc1cccc(NCc2cn(-c3ccc(C(=O)O)cc3)nc2-c2ccc(C(=O)O)cc2)n1,98,107,87,104,102,102,112,107,100
CC(C)C[C@@H]1c2c(O)c(C=O)c(O)c(C=O)c2O[C@@H](c2c(O)c(C=O)c(O)c(C=O)c2O)[C@H]1C(C)C,93,100,99,96,97,103,116,104,105
CCN(CC)CCOC(=O)Nc1ccccc1Cl,102,73,108,99,104,103,101,102,101
COc1ccc(-c2cc(C(=O)OCc3ccc(Br)cc3)nn2-c2ccc(S(C)(=O)=O)cc2)cc1OC,72,83,60,85,81,93,96,73,99
CC(=O)Nc1ccc(C)c(C)c1,104,101,86,111,109,106,110,104,104
Cc1cc(S(=O)(=O)N(C)C)cc(NCC(=O)NC(=O)NCC(C)C)c1C,97,100,45,105,100,102,120,110,98
COc1ccc(-c2cc(-c3cccc4ccccc34)c(C#N)c(=O)[nH]2)cc1S(N)(=O)=O,91,105,86,96,108,104,118,107,111
CCOC(=O)/C=C/c1sc(-c2cccc(C(=O)OC)c2)cc1N,96,91,80,83,93,100,89,84,94
CCCNc1nc2ccccc2c2c(=O)c3ccccc3sc12,86,78,78,100,100,85,105,81,90
CCOC1CCCCC1O (stereo not given),103,98,75,105,109,111,86,103,103
C/C=C\CCC(=O)c1ccccc1,104,100,89,99,104,100,108,109,103
Nc1[nH]c2cc(Cl)ccc2c(=O)c1-c1ccccc1,102,99,92,115,96,109,113,98,110
O=C(Nc1ccc(Cl)c([N+](=O)[O-])c1)Nc1ccc(Cl)c([N+](=O)[O-])c1,11,9.4*,61,11,0.2*,5.9*,13,7.0*,19
Fc1ccc(-c2nn(-c3ccccc3)cc2-c2nc3ccccc3s2)cc1,101,80,98,99,124,87,103,88,90
CCc1csc(=S)[nH]1 (tested in a mixture with another compound),99,101,75,102,107,x,129,96,98
CNCCNc1nc2ccccc2c2c(=O)c3cccc(OC)c3sc12,35,-68*,26,42,53,-48*,-52*,-40*,-80*
CCCOC(=O)C(O)c1ccccc1 (stereo not given),101,98,97,107,109,101,110,98,102
O=C(O)c1cccc2c1-c1ccc(Cl)cc1C2=O,90,113,93,97,109,110,100,108,105
C=CCSc1nnc(-c2sc3nc4ccccc4n3c2C)o1,100,101,128,88,97,102,114,98,112
Cc1nc2n(c1CCC(=O)O)CCCC2,100,97,91,110,117,105,104,110,105
Fc1ccc(N2CCN(/C(=N\c3sc(-c4ccccc4)nc3-c3ccccc3)c3ccccc3)CC2)cc1,104,86,111,99,106,103,110,107,103
CCCC(C)(C)c1cc(C(C)C)cc(C(C)(C)CCC)c1O,93,103,67,104,95,110,108,99,106
FC(F)(F)c1ccc(Nc2nnc(-c3ccccc3Cl)o2)cc1,101,99,90,110,96,105,104,99,103
CCC(=O)Oc1ccc(OCc2ccccc2)cc1,65&56,102&100,105&98,96&98,76&95,90&86,88&84,97&103,80&90
O=c1c2cc(F)ccc2sc2c(N3CCN(Cc4ccccc4)CC3)nc3ccccc3c12,99,97,89,95,101,110,110,98,95
CC(=O)Nc1ccc(O)c(C)c1,100,99,95,104,105,106,106,118,106
COc1cc2oc(-c3cccc(NC(=O)c4ccccc4)c3)cc(=O)c2c(OC)c1OC,68,68,77,91,78,64,88,65,92
CCOC(=O)c1cn2c3c(cccc3c1=O)C(=O)/C(=C/c1ccc(F)cc1)C2,101,96,x,89,93,101,95,104,88
c1csc(C(CC2CCCCC2)c2ccc3ccccc3c2)c1 (stereo not given),103,86,112,102,103,100,104,100,100

# Not a hit list; overall some 11% were active at least once.
